# NadD block – inhibitors of Staphylococcus aureus NadD | purified NadD enzyme, colorimetric absorbance read-out | inhibition, % at 20 µM | actives 0.78% (n = 360,000); in the data active = inhibition above about 26%; note: some compounds past the cut are filed as inactive
# Neddylation inh – inhibitors of human cullin neddylation; P61081+Q13564; TR-FRET cullin neddylation, biochemical; calls only at 25 µM; actives 0.58% (n = 360,000); in the data active = inhibition above about 36%
# Target sequence (P61081 whole entry, looked up): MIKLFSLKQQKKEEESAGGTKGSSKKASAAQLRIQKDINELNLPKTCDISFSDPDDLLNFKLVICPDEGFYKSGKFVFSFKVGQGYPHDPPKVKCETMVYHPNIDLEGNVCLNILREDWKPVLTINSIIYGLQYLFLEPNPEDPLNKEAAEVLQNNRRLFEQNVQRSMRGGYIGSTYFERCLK
# Target sequence (Q13564 whole entry, looked up): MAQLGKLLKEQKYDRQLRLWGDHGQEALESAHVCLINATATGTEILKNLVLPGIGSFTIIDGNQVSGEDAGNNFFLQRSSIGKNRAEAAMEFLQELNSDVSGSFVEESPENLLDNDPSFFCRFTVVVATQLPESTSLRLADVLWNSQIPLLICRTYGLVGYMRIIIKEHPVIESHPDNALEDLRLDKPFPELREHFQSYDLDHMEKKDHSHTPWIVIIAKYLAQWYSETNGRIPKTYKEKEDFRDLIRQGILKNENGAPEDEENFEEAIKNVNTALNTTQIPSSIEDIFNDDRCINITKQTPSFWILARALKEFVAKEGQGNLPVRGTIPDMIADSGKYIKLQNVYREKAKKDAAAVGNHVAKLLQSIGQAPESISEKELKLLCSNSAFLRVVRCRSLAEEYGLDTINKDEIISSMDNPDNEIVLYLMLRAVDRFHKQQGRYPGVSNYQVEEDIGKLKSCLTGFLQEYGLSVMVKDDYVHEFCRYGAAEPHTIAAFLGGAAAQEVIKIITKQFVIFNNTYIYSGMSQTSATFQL
# MT1-MMP act inh – blocks activation of human MT1-MMP. HT1080 RFP-PRO-GFP cells, GFP/RFP ratio fluorescence, overnight; percent of plate control window, DMSO zero. GFP/RFP ratio change, % at 20 µM. actives 0.061% (n = 360,000);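 active = GFP/RFP ratio change of at least 30% with cell ATP level not reduced by more than half and red fluorescence within 50% of control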; note: strong numbers were not always called active
#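 Test system: HT1080 RFP-PRO-GFP cells; Benchmarks: DMSO and RFP-L50D-GFP cell wells; Timing: cells overnight before dosing, compound overnight, 37 °C, 5% CO2; Compound: one 20 µM compound dose with 1% DMSO; Read-out: GFP/RFP fluorescence ratio.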
# FAS-TE inh – FAS thioesterase (human) inhibition; actives 0.67% (n = 360,000); recombinant FAS-TE, OMFH fluorogenic substrate, fluorescence endpoint; AID 602261; inhibition, % at 15 µM;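 active = compounds whose normalised, plate-corrected inhibition of enzyme fluorescence in the single-dose primary screen is 50% or more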;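 note: 0% = DMSO with enzyme and 100% = substrate without enzyme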
# CSN deneddyl inh – blocks human CSN-mediated cullin deneddylation; Q92905; Purified CSN, SCF-Nedd8-OG deneddylation, fluorescence polarization; inhibition, % at 12.5 µM; actives 0.38% (n = 360,000); AID 651999;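 active = pattern-corrected inhibition above about 35%, with an unprinted fluorescence ratio check between 0.5 and 1.5, limit read from the data, passing the limit was not always enough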;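 note: 0% = enzyme with substrate and 100% = substrate without enzyme; some results filed as inactive read as strong as hits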
#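 Test system: Human Csn5 produced in HEK293T cells | Compound: 12.5 µM single point | Times: 90 min, room temperature | Signal: Fluorescence polarization readout | Read-out basis: % inhibition of substrate cleavage by Csn5 | Controls: no-enzyme wells high, enzyme-with-substrate wells low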
# Rpn11 inh – blocks the human proteasome subunit Rpn11; O00487; human 26S proteasome, Ub4-pepOG fluorescence polarization; 20S core pre-blocked with epoxomicin; calls only at 20 µM; actives 0.59% (n = 360,000);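 active = inhibition at 20 µM, scaled to each plate's controls, above about 33%, limit read from the data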
# Target sequence (O00487 whole entry, looked up): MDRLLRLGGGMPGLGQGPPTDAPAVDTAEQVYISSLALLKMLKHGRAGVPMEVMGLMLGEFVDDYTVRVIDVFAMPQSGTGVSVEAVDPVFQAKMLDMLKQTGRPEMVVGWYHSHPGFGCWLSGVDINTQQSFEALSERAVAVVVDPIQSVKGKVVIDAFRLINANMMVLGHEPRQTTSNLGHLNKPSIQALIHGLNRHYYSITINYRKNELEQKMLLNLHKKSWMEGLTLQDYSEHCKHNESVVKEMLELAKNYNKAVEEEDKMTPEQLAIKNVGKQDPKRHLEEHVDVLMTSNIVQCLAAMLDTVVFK
# Rin1-Abl PPI inh – human Rin1-Abl interaction inhibition; actives 0.4% (n = 360,000); AID 588664; P00519+Q13671; TR-FRET Rin1/Abl binding, biochemical; inhibition, % at 7.35 µM; in the data active = inhibition above about 5%, passing the limit was not always enough
# SKN-1 inh – blocks SKN-1 activity in C. elegans; C. elegans VP596 Pgst-4::GFP/RFP ratio, acrylamide-induced, 24 h; inhibition, % at 21.8 µM; actives 0.49% (n = 360,000);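 active = interference check ratio from 0.5 to 1.5 plus GFP to RFP signal ratio inhibition reaching or exceeding a fixed threshold, cut at about 30% in these data, passing the limit was not always enough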; note: some compounds called inactive have numbers as strong as hits
# MLLE-PAM2 inh – inhibitors of microRNA-mediated deadenylation, human PABP1 MLLE binding. P11940. AID 588489. inhibition, % at 20 µM. actives 0.36% (n = 360,000). GST-MLLE / FITC-PAM2 fluorescence polarization; in the data active = inhibition above about 35%, passing the limit was not always enough;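 note: plate controls were DMSO wells with GST-MLLE for no effect and wells lacking GST-MLLE protein for full effect; some results filed as inactive read as strong as hits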
# The depositor's hits bear a star; i = inactive; / = not tested or not shown; + = active, no number; & = joins results of further samples. This is a random part of the collection. About 3.9% of those tested had a hit in this group.
smiles	NadD block	Neddylation inh	MT1-MMP act inh	FAS-TE inh	CSN deneddyl inh	Rpn11 inh	Rin1-Abl PPI inh	SKN-1 inh	MLLE-PAM2 inh
CC(C)c1ccc(NC(=O)NC2CC3CCC(C2)N3Cc2cccs2)cc1 (stereo not drawn)	-6.5	i	2.1	-3.5	3.5	i	-1.7	-11.9	-4.1
Cn1nc(C(=O)NCCc2ccc(S(N)(=O)=O)cc2)c2c1-c1ccccc1S(=O)(=O)C2	1.2	i	-4.1	-4.9	0.6	i	0.3	14.5	-0.7
COc1ccc2ccccc2c1CNC(C)c1ccccc1 (stereo not drawn)	0.3	i	-1.4	-5.3	6.3	i	-1.4	-13.6	-3.0
O=C(CCc1c[nH]c2ccccc12)NCCc1ccc2c(c1)OCCO2	-0.4	i	-1.2	-1.3	2.3	i	5.6	10.5	11.2
Cc1ccc(NCC(=O)N/N=C/c2cccn2C)cc1	6.2	i	0.3	-2.5	-0.6	i	-1.6	8.5	5.0
CCC1CCCCN1CCCNC(=O)CSc1nc2nc(C)c(Cc3ccccc3)c(C)n2n1 (stereo not drawn)	-5.6	i	2.4	-1.3	-2.2	i	1.1	-9.6	-6.0
CC1CCc2nc(NCCO)nc(C(F)(F)F)c2C1 (stereo not drawn)	6.3	i	4.4	-2.5	1.4	i	-1.6	4.2	-7.4
CCOC(=O)C1CCN(c2nc(C)nc3c2oc2ccccc23)CC1	-1.9	i	-0.7	10.0	2.3	i	0.9	-18.3	10.9
Cc1ccc(S(=O)(=O)NCC(=O)N(CC(=O)NC(C)(C)C)Cc2ccc3c(c2)OCO3)cc1	-2.5	i	1.7	-2.9	-0.3	i	0.5	4.7	13.3
Cc1noc(NS(=O)(=O)c2ccc(NC(=O)c3oc4ccc(F)cc4c3C)cc2)c1C	0.0	i	-1.1	-0.9	5.5	i	0.2	-5.6	-3.3
CCc1ccc(S(=O)(=O)ON2C(=O)c3ccccc3C2=O)cc1	4.4	i	1.1	81.4*	-12.8	i	2.7	-8.1	11.5
COc1cc(C)cc(OC)c1OCC(=O)Nc1cc(C)on1	-3.8	i	-1.5	0.5	-0.1	i	0.7	4.9	-11.8
CCOc1ccc(C(=O)Nc2ccc(N3CCN(C)CC3)cc2)cc1	-7.2	i	-1.5	-6.9	3.5	i	0.8	-8.5	-16.1
CCNC(=O)c1ccccc1NC(=O)C1CC(=O)N(C(C)C)C1 (stereo not drawn)	-5.2	i	-2.5	-5.5	-1.6	i	-0.1	7.0	-4.6
O=C(CN1C(=O)NC(Cc2c[nH]c3ccccc23)C1=O)NCCc1ccc(F)cc1 (stereo not drawn)	-6.5	i	1.0	-2.9	-2.6	i	-2.2	1.9	4.6
COc1cc(/C=C2/SC(=S)N(CC(=O)Nc3nc4ccccc4s3)C2=O)cc(OC)c1OC	35.0*	i	7.3	3.6	11.4	+	1.6	13.2	-14.6
CC(=O)c1sc(Nc2ccc(C)cc2)nc1C	-1.7	i	-1.1	-12.3	10.4	i	0.9	12.7	-0.5
Cc1ccc(NC(=O)CN(C)C(=O)COC(=O)COc2ccc(C#N)cc2)cc1	-4.4	i	-0.4	-2.0	2.9	i	-2.9	6.3	-2.2
O=C(NCC(c1ccco1)N1CCCC1)c1cccc(S(=O)(=O)N2CCCCC2)c1 (stereo not drawn)	-0.3	i	-1.5	-3.1	-3.7	i	-2.6	15.6	-4.6
Cc1cc(C)n2nc(SCc3nnc(SCCCCl)o3)nc2n1	-1.5	i	4.6	-4.3	-3.0	i	0.3	-3.9	-2.4
N#C/C(=N\Nc1ccc(Cl)cc1)C(N)=S	-3.6	i	7.7	2.9	2.5	i	-0.6	39.1*	31.5
CN1CCN(C(=O)CSc2nc(-c3ccco3)cc(C(F)(F)F)n2)CC1	-2.3	i	-2.0	-6.0	7.0	i	-2.0	9.4	9.1
COc1ccc(S(=O)(=O)NCCC(=O)NCc2ccccc2)cc1	-2.1	i	1.5	-4.4	6.7	i	-2.1	17.2	6.9
CCC(C)Sc1cc(-c2nc3ccccn3c2NC2CCCCC2)ccc1OC (stereo not drawn)	13.1&5.3	/	1.6&0.6	43.2&27.9	3.6&-6.2	i	-2.0	22.9&11.0	-15.1
COc1ccc(S(=O)(=O)Nc2ccc3c(c2)C(=O)N([C@H](C)CO)C[C@H](C)[C@@H](CN(C)C(=O)Nc2c(C)noc2C)OCCCC[C@H](C)O3)cc1	3.9	i	4.4	-0.9	2.3	i	-2.4	-16.4	-8.3
Cc1ccc(S(=O)(=O)N(C)CC(=O)OCC(=O)N2CCCC2=O)cc1	-1.2	i	-4.3	-2.9	0.1	i	-0.3	-1.5	-9.7
COc1ccc(C(=O)OCC(=O)NC(Cc2ccccc2)C(C)=O)cc1S(=O)(=O)N1CCCC1 (stereo not drawn)	-0.5	i	-1.5	-2.8	2.0	i	2.1	3.9	-29.5
Cc1ccccc1CN1CCC(Oc2ccc(C(=O)NCc3ccccn3)cc2)CC1	-5.4	i	2.7	-6.3	3.9	i	2.9	2.1	9.7
O=C(NCCN1CCN(c2ccccc2)CC1)Nc1ccccc1Br	-7.9	i	4.0	0.2	-0.1	i	2.1	7.8	6.2
Cc1ccc(NCc2ccccc2)cc1	-0.2	i	-5.6	3.3	-4.6	i	2.6	-0.5	17.3

# One compound at a time, as listed above. Order of values: NadD block | Neddylation inh | MT1-MMP act inh | FAS-TE inh | CSN deneddyl inh | Rpn11 inh | Rin1-Abl PPI inh | SKN-1 inh | MLLE-PAM2 inh
# CCOc1ccc(C(=O)Nc2ccc(N3CCN(C)CC3)cc2)cc1 in the list: -7.2 | i | -1.5 | -6.9 | 3.5 | i | 0.8 | -8.5 | -16.1
# CC(=O)c1sc(Nc2ccc(C)cc2)nc1C in the list: -1.7 | i | -1.1 | -12.3 | 10.4 | i | 0.9 | 12.7 | -0.5
# CC1CCc2nc(NCCO)nc(C(F)(F)F)c2C1 (stereo not drawn) in the list: 6.3 | i | 4.4 | -2.5 | 1.4 | i | -1.6 | 4.2 | -7.4
# CN1CCN(C(=O)CSc2nc(-c3ccco3)cc(C(F)(F)F)n2)CC1 in the list: -2.3 | i | -2.0 | -6.0 | 7.0 | i | -2.0 | 9.4 | 9.1

# Other results follow:
smiles	NadD block	Neddylation inh	MT1-MMP act inh	FAS-TE inh	CSN deneddyl inh	Rpn11 inh	Rin1-Abl PPI inh	SKN-1 inh	MLLE-PAM2 inh
O=C1CS/C(=C/C(=O)c2cccc(Cl)c2)N1	-3.5	i	4.3	-9.2	2.6	i	-0.5	-22.9	-12.4
CC(=O)c1cccc(NC(=O)C(C)OC(=O)C2CCC2)c1 (stereo not drawn)	-7.9	i	-4.0	-2.9	-3.3	i	2.0	15.4	13.1
NC1=NC(=O)C(CC(=O)NCc2ccccc2)S1 (stereo not drawn)	0.9	i	1.9	-7.1	2.5	i	4.8	3.4	14.6
Cc1cc(C)n(-c2ncnc3sc4c(c23)CC(C)CC4)n1 (stereo not drawn)	0.0	i	-0.7	-0.6	-2.0	i	-1.0	8.5	16.7
O=C(NCc1ccccc1)C1C(c2ccccc2)=Nc2ccccc2N1C(=O)c1cccnc1 (stereo not drawn)	/	i	-5.9	/	-1.1	/	/	4.0	/
CCOC(=O)N1CCN(c2ccc(F)cc2[N+](=O)[O-])CC1	-1.1	i	2.5	-4.1	0.9	i	-4.6	-12.7	-1.7
O=C(Cn1cc(C(F)(F)F)ccc1=O)N/N=C/c1ccc(Cl)cc1	-1.4	i	0.5	10.4	-5.7	i	-1.0	13.1	-5.9
CC(O)/C=C/C1OC(=O)CC1Nc1ccc(C=O)cc1 (stereo not drawn)	-3.8	i	1.6	-3.5	-3.6	i	1.1	3.0	-7.5
COc1ccc(C(=O)N[C@H](C(=O)OCC(=O)NC(=O)c2cccn2C)C(C)C)cc1	-2.6	i	-6.8	-3.9	-2.8	i	-1.8	14.7	5.1
Cc1ccc(S(=O)(=O)NC(CC(=O)NCC2CCCO2)c2ccccc2)cc1 (stereo not drawn)	1.4	i	-0.4	-2.1	7.5	i	3.0	-0.9	-5.1
COc1ccc(N2C(=O)c3cccc4c(N(C)CCO)ccc(c34)C2=O)cc1	-0.7	i	-169.2	-47.9	-10.4	i	-20.2	-23.0	39.1
Cc1cccc(C(=O)N2CC(=O)Nc3ccc(F)cc3C2c2ccc(F)cc2)c1 (stereo not drawn)	-2.0	i	-9.2	-2.7	-0.4	i	1.5	14.3	-1.8
COc1ccc(NC(=O)CCc2nc3ccccc3c(=O)[nH]2)cc1S(=O)(=O)N1CCCCC1	-5.9	i	1.3	1.8	3.2	i	2.9	-15.8	-13.0
COCC1CCCN(Cc2cn(-c3ccccc3)nc2-c2ccc3c(c2)OCO3)C1 (stereo not drawn)	-0.4	i	8.8	6.0	3.8	i	0.0	-4.0	-2.6
CCS(=O)(=O)c1ccc(C=NNc2nc3ccccc3o2)cc1	-3.4	i	0.2	4.4	5.4	i	-5.7	-11.8	-6.2
Cc1ccccc1Cn1ccc(NC(=O)c2cc3nc(-c4ccco4)cc(C(F)(F)F)n3n2)n1	22.2	/	-2.1	7.3	-2.2	i	-1.2	0.1	-11.0
CCOC(=O)c1sc(NC(=O)C2CC(=O)N(c3ccccc3OC)C2)nc1C (stereo not drawn)	2.0	i	-2.2	-2.5	-1.0	i	5.2	1.8	2.3
O=C(Nc1cccc(Cl)c1)NC1CC2CCC1C2 (stereo not drawn)	-1.2	i	1.2	10.5	1.1	i	0.1	16.5	5.1
O=c1[nH]c2cccnc2n1-c1ccc([N+](=O)[O-])cc1	-4.3	i	-3.2	-0.6	-0.2	i	-5.4	4.8	-6.7
Cc1cc(=O)oc2cc(NC(=O)CN3C(=O)NC(C)(c4ccccc4)C3=O)ccc12 (stereo not drawn)	0.6	+	-0.2	3.5	-0.9	i	2.1	16.5	1.8
Cc1ccccc1NC(=O)Nc1c(C)n(C)n(-c2ccccc2)c1=O	-4.9	i	0.0	-4.3	2.3	i	1.8	6.2	-1.1
CC(=O)NCCC(=O)Nc1nc(-c2c[nH]c3ccccc23)cs1	7.9	i	-1.7	-3.3	2.3	i	-1.1	13.5	-10.7
CCOCCCNC(=O)c1c(C)[nH]c(C(=O)OCC)c1C	-6.6	i	0.8	-5.1	5.0	i	4.8	-1.8	12.2
C=CCNC(=S)NNC(=O)c1ccc(C)c(Cl)c1	-3.1	i	-2.2	-2.3	-4.8	i	1.1	-1.9	-13.7
COC(=O)[C@@]12C[C@@H](CC(=O)NCc3cccc4ccccc34)C(=O)N(Cc3cccc4ccccc34)C1=CCC(C)(C)C2	/	i	-15.1	/	17.0	/	/	-3.1	/
COc1ccc(S(=O)(=O)N2CCOCC2)cc1NC(=O)c1ccc(-n2nc(C)cc2C)cc1	2.1	i	1.2	-9.9	1.5	i	-5.2	-10.1	0.9
COc1ccc(NC(=O)C2CCN(C(=O)Cc3ccccc3)CC2)cc1OC	-0.7	i	3.7	-6.1	5.8	i	-1.9	9.7	-4.4
Cc1[nH]c(=O)nc(NN=Cc2ccc(Cl)cc2)c1C(=O)Nc1ccc(Cl)cc1	9.1	i	6.6	3.3	0.9	i	4.0	9.3	9.2

# Compound activity (PubChem)
